LMP1 NFkB inh: reduces LMP1-driven NF-kappaB luciferase signal; LMP1-induced NF-kappaB luciferase reporter cells, luminescence; inhibition, % at 12.5 µM; 350,000 tested, 0.69% active; AID 504558; in the data active means inhibition above about 41%;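 further: 0% = neutral control wells and 100% = reference inhibitor control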
CF NFkB inh: inhibitors of cystic fibrosis induced NF-kB | KKLEB NF-kB-GFP reporter, PAF-induced, GFP fluorescence overnight | inhibition, % at 5 µM | 360,000 tested, 0.86% active;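 active means at least 50% inhibition at 5 µM, scaled per plate between neutral and stimulator controls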;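 further: PAF is a Pseudomonas aeruginosa culture filtrate used as stimulus; plate controls were PAF-stimulated DMSO wells for no effect and unstimulated DMSO wells for full effect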
NR2E3 ag-1: agonists of human nuclear receptor NR2E3; Q9Y5X4; GST-NR2E3/biotin-RetCOR TR-FRET, 1536-well; inhibition of corepressor binding, % at 4.78 µM; 320,000 tested, 0.12% active; AID 2300;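 active means percent inhibition above the cutoff of mean plus 3 SD of all tested compounds, set per screening campaign, cut at about 20% in these data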;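 further: 0% = DMSO wells and 100% = biotin wells as full block of FRET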
Target sequence (Q9Y5X4 whole entry, looked up): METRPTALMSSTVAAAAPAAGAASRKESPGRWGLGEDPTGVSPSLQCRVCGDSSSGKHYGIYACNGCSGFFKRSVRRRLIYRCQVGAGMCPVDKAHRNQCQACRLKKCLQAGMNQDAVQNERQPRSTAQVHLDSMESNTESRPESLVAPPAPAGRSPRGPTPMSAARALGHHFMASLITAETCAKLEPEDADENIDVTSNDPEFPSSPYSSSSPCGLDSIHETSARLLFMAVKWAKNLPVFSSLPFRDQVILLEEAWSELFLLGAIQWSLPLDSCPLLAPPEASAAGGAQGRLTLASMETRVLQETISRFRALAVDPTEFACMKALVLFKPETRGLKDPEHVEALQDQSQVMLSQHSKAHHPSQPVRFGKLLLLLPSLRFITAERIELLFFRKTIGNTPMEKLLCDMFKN
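Test system: GST-NR2E3 and biotin-RetCOR proteins | Quantity: 1.35 nM GST-tagged NR2E3 final | Medium: Tris pH 7.5 | Also added: 7 nM biotin-RetCOR | Dosing: Compound at 4.8 µM, single dose | Timing: 5 h at 4 °C | Detection: Time-resolved FRET | Read-out basis: Percent inhibition | Benchmarks: Biotin wells as high control, 0.6% DMSO wells as low control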
TRAIL sens C8: sensitizes caspase-8 expressing cells to TRAIL; NB7+C8 cells + TRAIL, ATPlite viability luminescence; inhibition (viability loss, TRAIL sensitization), % at 10 µM; 360,000 tested, 1% active; AID 624354;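 active means compounds causing at least 50% loss of cell viability in the single-dose screen, relative to plate controls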
hiPSC survival: hiPSC single-cell survival enhancement | ATPlite luminescence; 100% = ROCK inhibitor wells, 0% = DMSO | survival enhancement, % at 20 µM | 360,000 tested, 0.044% active | AID 602274; in the data active means survival enhancement above about 18%;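 further: cells exposed to compounds for 16 hours before the ATP read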
Shn3 inh set2: reduces Shn3 3'UTR luciferase signal in osteoblasts; Clone20 osteoblast Shn3 3'UTR firefly luciferase, 24 h; inhibition, % at 12.5 µM; 360,000 tested, 0.52% active;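 active means mean inhibition of at least 75% with every replicate also reaching 75%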;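 further: 0% = median of neutral control wells and 100% = pilot-screen positive control compound; some compounds past the cut are filed as inactive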
MITF TRPM1 inh: MITF TRPM1 promoter inhibition in SK-MEL-5 cells | 330,000 tested, 0.83% active | SK-MEL-5 TRPM1 promoter luciferase, 24 h | inhibition, % at 12.5 µM | AID 488899;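 active means mean inhibition across replicates of 60% or more, whatever share of single replicates reaches that level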; further: values of inactives mirror those of a sister screen read the other way
HIF-2a inh: blocks HIF-2a reporter activity; 786-0 RCC cells HIF-2a reporter, luciferase luminescence, overnight; inhibition, % at 18.8 µM; 360,000 tested, 0.72% active; AID 624352;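 active means inhibition of the luminescence signal of 40% or more relative to plate controls, in a single-dose primary screen at 18.75 µM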
NR2E3 ag-2: activates human NR2E3 receptor | Q9Y5X4 | CHO-S Gal4-NCOR/VP16-NR2E3 two-hybrid, luciferase | inhibition of corepressor binding, % at 3.98 µM | 360,000 tested, 0.35% active | AID 602229;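 active means inhibition above the mean of all tested compounds plus 3 SD, cut at about 70% in these data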;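 further: 0% = DMSO with NR2E3 transfected cells and 100% = cells lacking NR2E3 construct; higher means lower luciferase signal from less NR2E3 corepressor binding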
KKLEB tox: counter-screen for CF NF-kB inhibitors: cytotoxicity | KKLEB CF airway cells viability, ATPlite luminescence, overnight; hits give low values; cells stimulated with P. aeruginosa culture filtrate | activity change (cytotoxicity), % at 5 µM | 360,000 tested, 0.36% active | AID 602141;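 active means corrected activity change at or below -50% at 5 µM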
Peg3 prom inh: inhibitors of Peg3 promoter | HeLa PEG-Prom luciferase reporter, luminescence, overnight | inhibition, % at 20 µM | 360,000 tested, 1.7% active | AID 588405;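 active means inhibition of at least 50% at 20 µM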
* = called active by the depositor; x = no result given.

smiles,LMP1 NFkB inh,CF NFkB inh,NR2E3 ag-1,TRAIL sens C8,hiPSC survival,Shn3 inh set2,MITF TRPM1 inh,HIF-2a inh,NR2E3 ag-2,KKLEB tox,Peg3 prom inh
Cc1ccc(C(=O)COC(=O)C(C)N2C(=O)C3C4C=CC(C4)C3C2=O)cc1 (configuration not stated),-5,-4,3,3,-0.6,-2,3,7,-9,3,5
COC(=O)c1ccc(NC(=O)CN2C(=O)CCC2=O)cc1,-18,5,-5,-2,4.2,1,0,32,-3,-3,11
COc1ccc(CN(C)C(=O)C(CCSC)NS(=O)(=O)c2ccc3c(c2)OCCO3)c(OC)c1OC (configuration not stated),7,-12,x,-17,0.1,-1,-1,3,-10,0,6
CCOC(=O)N1CCC(NS(=O)(=O)c2cc3c(cc2Cl)NC(=O)CO3)CC1,-1,1,2,3,-3.3,12,8,10,-8,2,2
CN(C)S(=O)(=O)c1cccc(NC(=O)COC(=O)COc2ccc(Br)cc2)c1,-6,16,4,-7,-0.3,6,3,4,-16,-5,-1
Cc1noc(C)c1C(=O)N1CCCC(N2CCN(c3cccc(C(F)(F)F)c3)CC2)C1 (configuration not stated),0,8,-2,2,0.5,19,5,-4,5,5,7
CCC(=O)c1ccc(OCC(=O)Nc2nn3cnnc3s2)cc1,4,4,2,0,1.3,-12,2,-7,-1,-1,3
O=C(O)CCC(=O)NN1C(=O)c2ccccc2NC1c1ccc(F)cc1 (configuration not stated),9,-1,1,7,0.3,0,-11,6,-19,-3,10
Cn1c(SCC2CCCO2)nnc1-c1cccc([N+](=O)[O-])c1 (configuration not stated),-2,-1,3,-1,-2.1,2,-6,0,7,14,8
O=C(CNC(=O)c1ccc(Cl)cc1)NNC(=O)c1ccc(Br)cc1,1,28,x,8,-0.2,9,-6,-11,-18,-1,0
CCCNC1(C(N)=O)CCN(Cc2ccccc2)CC1,-12,4,x,3,-1.9,2,9,-2,25,-11,-15
CCNC(=O)CCS(=O)(=O)c1ccc2ccccc2c1,4,-1,1,3,3.8,-15,10,11,3,-9,-2
N#Cc1c2n(c(=S)n(-c3ccc(OC(F)F)cc3)c1=O)CCCCC2,-6,-9,6,17,-1.7,-2,5,7,26,0,-3
CCCc1nc2ccccc2c(C(=O)OCC(=O)NCc2ccco2)c1CC,13,-19,-4,-7,8.4,16,-5,15,-15,5,12
COc1ccc(C(=O)Nc2c(N)nc(SCC(=O)Nc3ccc(NC(C)=O)cc3)[nH]c2=O)cc1,-9,12,-3,1,-0.4,-5,1,-5,-3,4,1
CCOC(=O)CC1C(=O)NCCN1S(=O)(=O)c1ccc(F)cc1 (configuration not stated),8,2,2,2,-1.1,-18,-8,10,6,7,9
CC1(C)NC(=O)N(CC(O)CN(c2ccccc2)S(=O)(=O)c2ccccc2[N+](=O)[O-])C1=O (configuration not stated),12,9,1,5,-0.1,2,-5,8,-7,-6,2
CCCCNc1c(-c2ccc(-c3ccc(OC)cc3)c(OC)c2)nc2ccccn12,-15,2,x,47,-2.7,3,-64,-275,-57,8,49
COc1ccc(S(=O)(=O)N(C)CC(=O)Nc2ccc3c(c2)OCCO3)cc1OC,-7,8,1,11,-0.8,7,-8,3,-4,-10,-5
Cc1ccc(S(=O)(=O)N2CCOCC2)cc1C(=O)N1CCN(S(=O)(=O)c2cccs2)CC1,-2,13,1,-3,-0.4,x,-1,14,-3,3,25
COc1ccc(/C=C2/SC(=S)N(CCC(=O)N3CCN(C)CC3)C2=O)cc1,-13,-10,1,1,-0.3,-84,2,24,-1,-3,-9
O=C(Cc1ccccc1[N+](=O)[O-])Nc1cccc(S(=O)(=O)NC2=NCCCCC2)c1,7,2,-6,-15,0.0,-4,12,8,-12,-10,16
CCCCCCN1C[C@@H](n2cc(-c3ccc(F)cc3)nn2)[C@H](O)C[C@@H]1c1ccccc1,-10,2,x,9,-0.7,6,x,-7,-9,-10,30
Cc1ccc(O)c(-c2cc(C(F)(F)C(F)F)[nH]n2)c1,-11,22,-2,11,-2.4,14,-20,-61,4,-12,0
COc1cccc(CN2CC(C(=O)N3CCOCC3)CCC2=O)c1 (configuration not stated),-10,8,-3,-10,-0.5,-31,-24,-112,-30,1,-117
CCc1nc(N2CCN(C(=O)c3ccco3)CC2)c2c3c(sc2n1)CCCC3,-18,-2,-2,15,-0.9,16,0,22,-15,-8,21
O=C(NNS(=O)(=O)c1ccccc1[N+](=O)[O-])c1cccc([N+](=O)[O-])c1,-12,7,-1,-4,-1.2,-17,4,30,-17,-9,1
O=[N+]([O-])c1cc(S(=O)(=O)N2CCOCC2)ccc1OCc1cccc(Cl)c1,-16,-3,5,-7,-0.6,-3,-12,-8,-23,10,-13
Cc1ccc(C(=O)N2CCn3c(C)ccc3C2C)cc1 (configuration not stated),-48,15,4,-31,-0.3,-4,20,-3,-37,6,-2
CC1CCCC(NC(=O)c2ccncc2)C1C (configuration not stated),1,-5,0,7,2.0,19,8,0,-21,0,-4
CC(=O)c1ccc(Cc2ccccc2)cc1,-9,-1,1,0,-2.2,-9,14,-3,-2,4,3
C[C@H](CO)N1C[C@H](C)[C@@H](CN(C)C(=O)Nc2ccc3c(c2)OCO3)Oc2ccc(NC(=O)CCN3CCOCC3)cc2C1=O,0,-21,x,-10,-1.1,-3,-7,6,-14,-7,11
COc1ccc(C(=O)Oc2c(CN3CCOCC3)cc(Cl)c3cccnc23)cc1,4,10,5,43,5.2,19,8,19,-31,-2,28
CCOC(=O)NC(C(F)(F)F)(C(F)(F)F)P(=O)(c1ccccc1)c1ccccc1,-5,-16,0,16,1.6,-12,4,9,-15,9,8
COc1ccc2nc(NC(=O)CSc3nc4cccnc4n3C)sc2c1,1,27,12,11,-1.2,9,-5,-32,-15,-13,-13
CN1CCc2c(sc3c2c(=O)n(-c2ccc(Cl)cc2)c2nncn32)C1,-1,-2,0,1,1.0,-18,11,23,-20,2,13
CC(C)C[C@H]1CN=C(Nc2ccccc2)N1CC1CCCC1,4,-6,2,1,-2.8,2,-18,8,-8,4,1
COC(=O)C1(Cc2ccccc2)NC(c2ccc(F)cc2)C2C(=O)N(C)C(=O)C21 (configuration not stated),5,-13,2,9,0.3,-7,3,12,6,6,10
O=C(OCC(=O)N1CCOCC1)c1ccccc1OCc1ccccc1Cl,-20,4,x,-8,0.2,-6,-7,-8,-33,5,-10
Cc1cccc2nc(C(F)(F)F)nc(=O)n12,2,-6,0,13,2.8,-12,-6,19,-14,-5,1

Some values from the list.
CCc1nc(N2CCN(C(=O)c3ccco3)CC2)c2c3c(sc2n1)CCCC3 in CF NFkB inh: -2
CC(=O)c1ccc(Cc2ccccc2)cc1 in KKLEB tox: 4

(continued)
smiles,LMP1 NFkB inh,CF NFkB inh,NR2E3 ag-1,TRAIL sens C8,hiPSC survival,Shn3 inh set2,MITF TRPM1 inh,HIF-2a inh,NR2E3 ag-2,KKLEB tox,Peg3 prom inh
C[C@@H]1CN(S(=O)C(C)(C)C)[C@@H](CCO)/C1=C\CCO (some centres not stated),-2,5,x,-9,-1.2,-16,-5,6,-1,-4,-7
Cc1ccc(NC(=O)COC(=O)/C=C/c2ccco2)cc1S(=O)(=O)N(C)C,6,1,1,4,-1.1,-13,19,11,-3,-6,13
Cc1ccc(-n2ncc3c(=O)[nH]c(SC(C)C)nc32)cc1,5,9,5,-8,2.0,14,13,11,-20,-3,27
COc1ccc(CC(=O)NNC(=O)c2c(-c3ccccc3Cl)noc2C)cc1OC,1,1,3,-7,-0.3,-76,14,18,-52,-2,10
Cc1cc(C)n(C(=O)CNC(=O)c2cccc(F)c2)n1,-2,1,x,6,0.1,1,4,7,23,1,2
CCCCN(CCCC)S(=O)(=O)c1ccc(C(=O)Nc2nnc(CSC)o2)cc1,-23,14,-4,7,-0.3,22,11,19,4,-9,37
Cc1ccccc1N=Cc1cc2c(cc1[N+](=O)[O-])OCO2,-4,-18,-2,-5,-1.7,11,23,-4,-5,10,9
COc1ccc(NC(=O)CSc2nc3c(c(=O)n2-c2ccc(F)cc2)SCC3)cc1,-3,-42,0,11,-0.5,12,13,12,-7,16,9
Cc1cnc(-c2nnc(N(C)C(=O)c3cccnc3)s2)cn1,-10,-11,2,2,-1.6,-46,-16,-53,-52,11,-50
Cc1cc(/C=N/NC(=O)C(=O)NCc2ccccn2)c(C)n1-c1cccc(Br)c1,6,-19,2,-1,-2.2,2,4,3,1,10,-34
Cc1c(Cl)c([N+](=O)[O-])nn1CCCC(=O)Nc1cccc(Cl)c1,1,21,-5,-6,-0.3,11,8,5,-8,2,8
COc1cc(Cl)c(CNC[C@H]2O[C@@H](n3ccc(=O)[nH]c3=O)[C@H](O)[C@@H]2O)c(Cl)c1O,-1,1,x,-6,3.9,-14,0,3,2,4,-6
O=C(NNC(=O)c1cccnc1SCc1cccc([N+](=O)[O-])c1)c1ccc(F)cc1,-3,-20,-1,16,1.8,-10,-2,26,-5,8,-1
C#CCOCCOCCOCCNc1nc(N2CCN(C(=O)[C@H]([C@@H](C)CC)n3cc([C@@H](N)CC(C)C)nn3)CC2)nc(N2CCN(C(=O)[C@H](CCCCN)n3cc([C@@H](N)CO)nn3)CC2)n1,5,-8,0,-15,14,-1,-20,-1,-33,19,-1
COc1ccccc1N1CCN(S(=O)(=O)c2ccc3c(c2)NC(=O)C(C)C(=O)N3)CC1 (configuration not stated),0,-23,6,-10,0.2,6,x,11,-3,20,15
C=CCn1c(=O)c2ccccc2n2c(SCC(=O)Nc3sc(C(=O)N(CC)CC)c(C)c3C(=O)OCC)nnc12,6,9,-1,0,2.1,8,8,17,-33,-4,24
O=C(CCSCc1ccccc1Cl)NCc1cccs1,1,6,2,-5,0.4,3,-8,-4,-15,-7,14
COc1cc(NC(=O)Cn2nc(C(F)(F)F)c3c2CCCC3)cc(OC)c1OC,8,-33,-2,12,0.6,31,13,8,-9,8,8
COc1ccc(NC(=O)Cn2c(=O)n(Cc3ccco3)c(=O)c3ccccc32)cc1,31,4,1,10,-2.2,16,2,12,-13,-2,9
CC(C)(C)c1ccc(C(=O)N2CCN(c3nc4ccccc4o3)CC2)cc1,6,6,-2,22,1.0,55,x,1,-28,-8,10
CCCN1C2CCCC1CC(NC(=S)Nc1cccc(C)c1C)C2 (configuration not stated),12,-3,3,-4,-0.6,1,-2,10,5,-3,7
CNC(=O)c1ccc(NC(=O)Cc2ccc(S(=O)(=O)N3CCOCC3)s2)cc1,0,8,-4,10,-0.5,-28,-12,9,-17,-1,4

Bioassay records from PubChem.

Not all compounds are listed; the hit share may differ from the screen's.
